TNAP inh hi DEA = inhibitors of human TNAP at high phosphate acceptor concentration; purified TNAP, CDP-star luminescence, 1 M DEA; inhibition, % at 20 µM; 0.03% of 200,000 active; AID 1135;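 active = over 50% inhibition of tissue-nonspecific alkaline phosphatase at 20 µM in the single-dose screen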;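 also: plate controls were DMSO wells for no effect and EDTA-quenched wells as full inhibition for full effect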
PPARg SRC-2 ag = promotes SRC-2 coactivator recruitment by human PPARgamma; PPARgamma LBD-SRC-2 recruitment, biochemical; activation, % at 8 µM; 0.34% of 200,000 active; AID 1032; in the data active = activation above about 22%;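 also: 0% = vehicle and 100% = reference agonist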
Target sequence (P37231 whole entry, looked up, the tested form may be a part): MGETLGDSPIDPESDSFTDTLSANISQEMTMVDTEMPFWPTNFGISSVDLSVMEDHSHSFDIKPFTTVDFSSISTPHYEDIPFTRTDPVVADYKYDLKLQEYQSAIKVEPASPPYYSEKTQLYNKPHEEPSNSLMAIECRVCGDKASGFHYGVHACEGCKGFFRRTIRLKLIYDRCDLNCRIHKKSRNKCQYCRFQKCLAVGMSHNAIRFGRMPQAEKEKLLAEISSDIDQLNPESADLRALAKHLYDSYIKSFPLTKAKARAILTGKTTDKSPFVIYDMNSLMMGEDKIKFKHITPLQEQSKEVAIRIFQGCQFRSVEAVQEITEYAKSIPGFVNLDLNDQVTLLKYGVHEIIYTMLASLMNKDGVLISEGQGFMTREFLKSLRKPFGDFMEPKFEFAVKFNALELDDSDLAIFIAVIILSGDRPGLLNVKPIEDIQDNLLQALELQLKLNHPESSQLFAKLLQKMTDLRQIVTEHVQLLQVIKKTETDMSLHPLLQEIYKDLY
bIAP inh = intestinal alkaline phosphatase (bovine) inhibition; purified bovine IAP, CDP-star luminescence, 30 min; inhibition, % at 20 µM; 190,000 tested, under 10 active; AID 1019;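 active = over 50% inhibition of intestinal alkaline phosphatase at 20 µM in the single-dose screen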
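Incubation: 30 min reaction at room temperature / Material: purified bovine intestinal alkaline phosphatase (IAP) enzyme / Input: enzyme at 1/65,000,000 dilution / Dosing: 20 µM single dose / Signal: CDP-star luminescence signal / Reagent: CDP-star chemiluminescent phosphatase substrate, 30 µM final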
PPARg SRC3 recr = promotes SRC-3 coactivator recruitment by human PPARgamma. 0.26% of 200,000 active. activation, % at 8 µM. biochemical PPARgamma/SRC-3 coactivator recruitment assay; in the data active = activation above about 23%;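 also: 0% = DMSO and 100% = reference agonist; some compounds past the cut are filed as inactive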
TR-FRET SRC-2 ct = TR-FRET artefact, counter-screen to PPARgamma/SRC-2 agonist assay. hits give high values. TR-FRET ratio at 8 µM. 0.4% of 200,000 active. AID 1049; in the data active = TR-FRET ratio above about 2000; also: inactives centre near 1500
Efa HMGR inh = E. faecalis class II HMG-CoA reductase inhibition; purified E. faecalis HMGR, NADPH absorbance 340 nm kinetic; inhibition, % at 10 µM; 0.41% of 190,000 active;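 active = inhibition above a set limit, the median over all tested compounds plus 3 SD, cut at about 9.5% in these data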;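 also: enzyme runs in reverse so mevalonate oxidation gives rising NADPH absorbance; 0% = complete reaction with DMSO and 100% = background rate lacking mevalonate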
bIAP act = intestinal alkaline phosphatase (bovine) activation; purified bovine IAP, CDP-star luminescence, 30 min; hits give high values; fold of DMSO-control signal, blank-subtracted; activation factor at 20 µM; 0.17% of 200,000 active; AID 1016;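 active = activation factor of 2 or more at 20 µM, a signal rise over negative controls twice the positive control's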
TNAP act hi DEA = increases human TNAP activity under high phosphate acceptor concentration; P05186; purified TNAP, CDP-star luminescence, 1 M DEA, 30 min; hits give high values; 0 = EDTA background, 1 = DMSO-only activity; activation factor at 20 µM; 200,000 tested, under 10 active; AID 1136;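 active = activation factor at least 2 at 20 µM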
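Dosing: 20 µM single point. System: human TNAP. Amount: TNAP 1/800 final. Incubation: 30 min, room temperature. Read-out: TNAP activation factor scaled between EDTA and DMSO control wells. Signal: luminescence from CDP-star hydrolysis. Medium: 1 M DEA, pH 9.8, Mg2+, Zn2+. Control set: EDTA negative control, DMSO positive control.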
PPARg SRC1 recr = PPARgamma-driven SRC-1 recruitment agonism; P37231; PPARgamma-SRC-1 coactivator recruitment biochemical assay; activation, % at 8 µM; 0.41% of 200,000 active; AID 631; in the data active = activation above about 19%;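 also: 0% = DMSO and 100% = reference agonist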
TNAP inh no acc = inhibitors of human TNAP without phosphate acceptor | P05186 | purified TNAP, CDP-star luminescence, 30 min | inhibition, % at 20 µM | 0.26% of 200,000 active | AID 1012;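 active = tissue-nonspecific alkaline phosphatase inhibition above about 50% at 20 µM in the single-dose screen, limit read from the data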;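 also: 0% = DMSO negative control and 100% = EDTA positive control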
Active calls of the source: *; x = not tested or not shown.

SMILES	TNAP inh hi DEA	PPARg SRC-2 ag	bIAP inh	PPARg SRC3 recr	TR-FRET SRC-2 ct	Efa HMGR inh	bIAP act	TNAP act hi DEA	PPARg SRC1 recr	TNAP inh no acc
CN(CCCNC(=O)Cn1cc2c(n1)CCCC2)C1CCCCC1	-9	1	4	-10	1578	5	1	1.1	11	-20
CCC12CN3CCN(CC(C3)/C1=N\NC(=O)c1ccc(F)cc1)C2	-4	-4	3	-3	1435	-3	1	1	0	-13
CCOC(=O)CCc1c(C)c(C#N)c2nc3ccccc3n2c1-n1cnc2ccccc21	0	6	4	7	1544	-7	1	1	2	-23
CC1(C)Cc2cccc(OCC(=O)N3CCN(c4ccccc4)CC3)c2O1	0	10	14	-7	1610	-4	0.9	1	11	-8
CCOc1nc(-c2ccc(OC)cc2)ccc1-c1noc(-c2cc(OC)c(OC)c(OC)c2)n1	-4	2	1	-3	1432	1	1	1	-10	-7
Cc1cccc(NC(=S)N(c2ccccc2)C(C)C)c1C	-4	3	-56	5	1564	-7	1.6	1	-1	-17
Cc1cc(C)nc(NN2C(=O)/C(=C/c3ccc(O)cc3)SC2=S)n1	43	8	x	11	1413	0	0.3	0.6	1	94*
NS(=O)(=O)c1ccc(O)c(NC(=O)c2ccc([N+](=O)[O-])cc2)c1	11	4	21	6	1511	-1	0.8	0.9	3	8
Cc1ccc(Nc2nc3c(c(=O)[nH]2)CCCC3)cc1	-6	-7	4	5	1490	-3	1	1.1	0	-3
COc1cc(NC(=O)Cn2ncc(Cl)c(Cl)c2=O)c(C)cc1[N+](=O)[O-]	3	-3	-7	-2	1415	-4	1.1	1	4	4
NNC(=O)C1CC1c1ccc(Cl)cc1 (stereo not given)	-4	-6	0	1	1523	19*	1	1	7	-5
Cc1cc(C)cc(N2C(=O)CC(n3nc(C)cc3C)C2=O)c1 (stereo not given)	-2	-2	4	-3	1427	-6	1	1	-3	-8
O=C(O)CCCn1cc(NC(=O)COc2ccc([N+](=O)[O-])cc2)cn1	-2	-5	-1	2	1529	7	1	1	1	-5
OCCC1CN(Cc2cnn(-c3ccc(F)cc3)c2)CCN1Cc1ccsc1 (stereo not given)	-5	0	5	-5	1556	-1	1	1.1	10	-9
COc1ccccc1-c1ccc(Nc2cccc(C(F)(F)F)c2)nn1	-5	4	9	13	1579	3	0.9	1	-5	-2
CCOCCCNC(=S)N1CCC(NC(=O)c2ccco2)CC1	-7	1	6	-1	1531	-6	0.9	1.1	-2	-9
O=C(NCc1ccco1)C(=O)NCC1OCCCN1S(=O)(=O)c1ccc(Cl)cc1 (stereo not given)	-5	0	-4	0	1710	-9	1	1.1	15	-14
Cc1nc(SCC(=O)NCC(F)(F)F)c2c(-c3cccs3)csc2n1	0	18	-4	2	1739	-7	1	1	6	0
COC(=O)N/N=C(\C)c1ccc(OC(F)F)cc1	0	4	-3	1	1549	-4	1	1	5	-12
O=C(NCCc1ccccc1)C(=O)c1c(-c2ccccc2)cc2ccccn12	5	11	-11	-3	1517	0	1.1	1	5	-18
CCOC(=O)c1c(NC(=O)CCCN2CCOCC2)sc2c1CC(C)(C)OC2	-4	-11	5	1	1415	5	0.9	1	-5	-2
CCOc1ccc(C(=O)N2CCc3cc(OC)c(OC)cc3C2)cc1OCC	-6	6	2	0	1445	-4	1	1.1	-3	-9
CCN1CCN(C(=S)Nc2ccc([N+](=O)[O-])cc2)CC1	4	11	19	11	1800	-6	0.8	1	8	-7
Cc1nc(SCC(=O)c2ccc(Cl)cc2)c([N+](=O)[O-])[nH]1	-1	-2	18	0	1469	-2	0.8	1	-7	2
Fc1ccc2nc(N3CCOCC3)sc2c1	-4	1	7	-1	1359	-5	0.9	1	0	-17
CCOC(=O)/C(N=O)=C(\O)C1CCN(C(=O)OCC)CC1	-5	-1	7	-2	1434	-1	0.9	1.1	-3	-13
COc1ccc(CCNC(=O)CSc2nnnn2-c2ccc(OC)c(OC)c2)cc1OC	-5	2	-9	4	1545	-2	1.1	1.1	1	-11

Some of the entries above in another layout.
CCOC(=O)c1c(NC(=O)CCCN2CCOCC2)sc2c1CC(C)(C)OC2
  TNAP inh hi DEA: -4; PPARg SRC-2 ag: -11; bIAP inh: 5; PPARg SRC3 recr: 1; TR-FRET SRC-2 ct: 1415; Efa HMGR inh: 5; bIAP act: 0.9; TNAP act hi DEA: 1; PPARg SRC1 recr: -5; TNAP inh no acc: -2
CCOC(=O)/C(N=O)=C(\O)C1CCN(C(=O)OCC)CC1
  TNAP inh hi DEA: -5; PPARg SRC-2 ag: -1; bIAP inh: 7; PPARg SRC3 recr: -2; TR-FRET SRC-2 ct: 1434; Efa HMGR inh: -1; bIAP act: 0.9; TNAP act hi DEA: 1.1; PPARg SRC1 recr: -3; TNAP inh no acc: -13
CC1(C)Cc2cccc(OCC(=O)N3CCN(c4ccccc4)CC3)c2O1
  TNAP inh hi DEA: 0; PPARg SRC-2 ag: 10; bIAP inh: 14; PPARg SRC3 recr: -7; TR-FRET SRC-2 ct: 1610; Efa HMGR inh: -4; bIAP act: 0.9; TNAP act hi DEA: 1; PPARg SRC1 recr: 11; TNAP inh no acc: -8
Cc1cc(C)cc(N2C(=O)CC(n3nc(C)cc3C)C2=O)c1 (stereo not given)
  TNAP inh hi DEA: -2; PPARg SRC-2 ag: -2; bIAP inh: 4; PPARg SRC3 recr: -3; TR-FRET SRC-2 ct: 1427; Efa HMGR inh: -6; bIAP act: 1; TNAP act hi DEA: 1; PPARg SRC1 recr: -3; TNAP inh no acc: -8

Screening data: PubChem, several laboratories

Outcome played no part in choosing rows; any-hit rate near 1.6%.
